Compound activity from PubChem BioAssay.
ssDAF-12 act – activates DAF-12 receptor from parasite S. stercoralis | activation, % at 6.8 µM | hit rate 1% among 370,000 | HEK293 ssDAF-12/GRIP1 lit1-tk-luc reporter, luminescence; % of 3 µM dafachronic acid response;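 active = activation above the mean over all tested compounds plus 3 SD, cut at about 0.9% in these data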;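 also: 0% = DMSO-only wells and 100% = 3 µM delta7-dafachronic acid wells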
sPLA2-III inh – Inhibits HGIII-sPLA2 liposome hydrolysis, primary screen; Q9NZ20; QFRET BODIPY PC-A2 liposome hydrolysis, fluorescence; inhibition, % at 12.2 µM; hit rate 0.56% among 370,000;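 active = inhibition above mean plus 3 SD of compounds lying within the high and low control bounds, cut at about 19% in these data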;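 also: 0% = median of test compound wells and 100% = no enzyme DMSO wells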
Target sequence (Q9NZ20 whole entry, looked up): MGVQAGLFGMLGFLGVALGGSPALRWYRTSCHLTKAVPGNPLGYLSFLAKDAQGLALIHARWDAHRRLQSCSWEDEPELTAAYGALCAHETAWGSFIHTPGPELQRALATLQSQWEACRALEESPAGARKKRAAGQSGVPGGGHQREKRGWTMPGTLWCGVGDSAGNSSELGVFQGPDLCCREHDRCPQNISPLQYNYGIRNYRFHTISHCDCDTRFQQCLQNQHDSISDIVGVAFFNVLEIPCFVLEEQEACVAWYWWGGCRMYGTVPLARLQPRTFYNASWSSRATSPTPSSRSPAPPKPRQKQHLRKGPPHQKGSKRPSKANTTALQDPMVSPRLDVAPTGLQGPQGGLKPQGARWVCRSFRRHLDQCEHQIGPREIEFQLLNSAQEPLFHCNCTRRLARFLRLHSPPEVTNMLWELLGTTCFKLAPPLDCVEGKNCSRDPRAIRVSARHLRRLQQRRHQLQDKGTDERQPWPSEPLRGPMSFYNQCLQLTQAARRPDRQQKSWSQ
GC-A act – GC-A (human) enzyme activation. HEK293 GC-A cells, cGMP TR-FRET, EC30 ANP; 0% at EC30 ANP, 100% saturating ANP. hit rate 0.14% among 370,000. activation, % at 10 µM. P16066; in the data active = activation above about 40%
DAX1 inh-1 – DAX1 (NR0B1) inhibition, primary screen. HEK293T StAR-luciferase reporter, SF-1/DAX-1 repression relief. inhibition, % at 6.8 µM. hit rate 1.1% among 370,000. AID 652010;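 active = inhibition above the mean over all tested compounds plus 3 SD, cut at about 3.6% in these data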;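 also: 0% = DAX-1 cells with DMSO and 100% = cells lacking DAX-1 with DMSO; higher inhibition means more luminescence from relief of DAX-1 repression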
SMARCA2 activ – increases SMARCA2 function in MMTV reporter cells; MG213 cells, MMTV-luciferase reporter, dexamethasone, overnight; activation, % at 9.1 µM; hit rate 1% among 370,000; in the data active = activation above about 7.8%;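 also: 0% = vehicle wells and 100% = reference activator wells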
GC-B act – GC-B (human) receptor activation; P20594; hit rate 0.11% among 370,000; HEK293-GC-B cells, CNP EC30, cGMP TR-FRET; 0% at EC30 CNP, 100% saturating CNP; activation, % at 10 µM; AID 1920062;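 active = activation at 10 µM reaching about 35% in either raw or pattern-adjusted values, limit read from the data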
hcDAF12 agonist – activators of H. contortus DAF-12 nuclear receptor | hit rate 1.4% among 370,000 | AID 652067 | HEK293 hcDAF-12 lit1-tk-luc reporter, luminescence; 0% DMSO, 100% Δ7-dafachronic acid | activation, % at 6.8 µM;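 active = activation above the mean of all tested compounds plus 3 SD, cut at about 5.5% in these data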;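 also: 100% = response to 3 µM Δ7-dafachronic acid high control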
ADAM10 inh – ADAM10 inhibition, QFRET primary screen. inhibition, % at 7 µM. hit rate 0.62% among 370,000. recombinant ADAM10, EDANS/DABCYL FRET peptide cleavage, 3 h. O14672;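 active = inhibition above a per-campaign cutoff equal to the mean of compounds falling between control-based bounds plus 3 SD, cut at about 20% in these data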;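 also: 0% = DMSO wells while the 100% control is not disclosed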
Target sequence (O14672 214-748 limits assumed): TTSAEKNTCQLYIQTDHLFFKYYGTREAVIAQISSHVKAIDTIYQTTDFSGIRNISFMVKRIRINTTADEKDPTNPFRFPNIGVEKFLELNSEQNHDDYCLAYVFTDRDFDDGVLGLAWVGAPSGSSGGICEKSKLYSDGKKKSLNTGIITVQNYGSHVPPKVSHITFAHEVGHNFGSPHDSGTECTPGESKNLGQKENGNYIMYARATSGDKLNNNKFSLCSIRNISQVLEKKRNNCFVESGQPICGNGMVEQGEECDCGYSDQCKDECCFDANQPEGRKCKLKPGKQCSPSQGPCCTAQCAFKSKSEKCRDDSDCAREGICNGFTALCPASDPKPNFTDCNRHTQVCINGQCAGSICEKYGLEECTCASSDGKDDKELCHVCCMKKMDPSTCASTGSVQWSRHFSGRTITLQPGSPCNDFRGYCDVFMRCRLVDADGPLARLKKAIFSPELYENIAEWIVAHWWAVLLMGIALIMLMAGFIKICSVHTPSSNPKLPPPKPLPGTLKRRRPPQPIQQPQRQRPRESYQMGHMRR
FXN GAA850 act – activators of GAA850 frataxin (FXN) promoter. HEK293 lucGAA850 FXN promoter luciferase reporter, 24 h; percent of 10 µM SAHA response. activation, % at 6 µM. hit rate 0.56% among 360,000. AID 540364;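 active = activation above the average of all compounds screened plus 3 SD, cutoff fixed separately per campaign, cut at about 7.5% in these data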;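 also: 0% = DMSO wells and 100% = 10 µM SAHA wells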
DAX1 inh-2 – inhibitors of human orphan nuclear receptor DAX1 (NR0B1) | HEK293 Gal4-DAX1 luciferase reporter, luminescence | AID 504766 | P51843 | inhibition, % at 6.75 µM | hit rate 0.99% among 340,000;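 active = inhibition above the mean over all tested compounds plus 3 SD, cut at about 4.2% in these data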;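 also: 0% = DAX1-transfected cells with DMSO and 100% = empty-vector control cells with DMSO; inhibition shows as a rise in luminescence from relieved DAX1 repression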
hgDAF12 agonist – hgDAF-12 agonism, primary luciferase screen; HEK293 GAL4-hgDAF12 UAS-luciferase reporter, agonist luminescence; normalized to butyrate control; activation, % at 6.8 µM; hit rate 1.8% among 370,000;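 active = activation above a cutoff set at the mean of all screened compounds plus 3 SD, cut at about 10% in these data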;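 also: 0% = DMSO wells and 100% = sodium butyrate wells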
Starred values were filed as active, the others as inactive; · = not tested or not shown.

SMILES	ssDAF-12 act	sPLA2-III inh	GC-A act	DAX1 inh-1	SMARCA2 activ	GC-B act	hcDAF12 agonist	ADAM10 inh	FXN GAA850 act	DAX1 inh-2	hgDAF12 agonist
CC1(OCON)CCCc2ccccc21 (configuration not stated)	-0.9	7	1	-0.3	-1	-1	-1.5	-1	2.5	2.0	-1.6
CN(C(=O)c1ccc(NC(=O)Cc2cccc(NC(=O)C3CCCN(C(=O)CCc4ccccc4)C3)c2)cc1)C1CC1 (configuration not stated)	-0.8	-8	3	0.6	3	0	-2.3	2	0.2	-0.8	4.2
O=C(CCN1C(=O)C2C3C=CC(C3)C2C1=O)NCCc1ccccc1 (configuration not stated)	0.2	-7	1	0.6	1	-4	-0.8	-2	-1.3	0.6	0.5
CC(CC(=O)N(C)c1c(N)n(Cc2ccccc2)c(=O)[nH]c1=O)c1ccccc1 (configuration not stated)	-1.1	1	0	-0.6	-1	0	-1.0	5	-1.0	0.1	-2.3
COc1ccc(-c2nc3n(n2)C(c2ccccc2Cl)C(C(N)=O)=C(C)N3)cc1 (configuration not stated)	-0.4	-3	2	-0.2	-1	5	-1.9	-31	-0.8	2.6	-2.4
Cc1ccc(N2C(=O)C3CC3C2=O)cc1 (configuration not stated)	-0.5	2	0	-0.3	4	4	0.9	-3	2.1	0.8	0.4
COc1ccc(S(=O)(=O)NCC(=O)N(CC(=O)NCc2ccco2)Cc2ccccc2)cc1	-1.0	-9	1	-0.5	-3	-2	1.6	8	1.2	-0.5	-2.5
C=CCc1cccc(CNc2cnc3ccccc3c2)c1O	-1.8	-38	5	-1.3	-4	-5	-3.4	-331	0.9	-5.0	-4.3
CN1C(=O)C2(C(C#N)=C(N)Oc3n[nH]c(-c4ccc(Cl)cc4)c32)c2ccccc21 (configuration not stated)	-0.4	-22	-18	-0.4	1	-17	-0.1	12	-0.9	0.1	-0.3
CC(=O)Nc1cc(C(=O)N(C)Cc2ccccc2)ccc1S(=O)(=O)c1ccc(C)cc1	-1.0	-5	-1	-0.2	2	3	1.1	-5	0.8	0.1	1.4
CN(C)/C=C/C(=O)c1ncc(C(F)(F)F)cc1Cl	-1.6	-3	5	0.9	0	1	0.0	-8	0.9	0.5	-2.4
COc1ccc(NC(=O)c2ccc([N+](=O)[O-])s2)c([N+](=O)[O-])c1	-0.8	-2	5	-0.5	0	4	2.0	-9	2.1	0.9	0.4
CCOCCCNC(=O)C(c1ccc(C)cc1)N(Cc1ccc2c(c1)OCO2)C(=O)c1ccccn1 (configuration not stated)	-2.4	-4	-7	0.7	-2	-5	-1.5	4	0.5	0.6	-1.8
O=C1C2C3C=CC(CC3)C2C(=O)N1c1ccc([N+](=O)[O-])cc1 (configuration not stated)	-1.1	-1	0	0.7	1	0	-1.0	2	2.7	-0.7	-1.0
O=C(c1cccs1)N1CCN(S(=O)(=O)c2ccccc2)CC1	-1.0	4	3	0.7	-2	-4	-1.8	-6	-3.5	-0.4	-0.2
CCN(CC)CCNCC(=O)Nc1ccc(Oc2ccccc2)cc1	-0.8	-3	2	-0.1	-4	9	-0.8	-1	1.1	-0.5	3.2
CN(C)CCCNC(=O)CC(c1ccccc1)c1ccccc1O (configuration not stated)	-1.6	2	1	-0.4	0	-4	1.3	2	0.3	0.7	0.2
COc1ccc(-n2c(=S)[nH]c3c(oc4ccccc43)c2=O)cc1	-0.6	12	20	-0.3	-1	3	-0.3	6	1.4	0.0	-0.1
O=C(Nc1cn(-c2ccccc2)nc1-c1cccs1)c1ccco1	-1.3	-5	6	-0.5	0	-4	0.8	-4	-0.4	0.4	-2.1
CCC1=C(C(=O)OC)C(c2cc(OC)ccc2OC)C(C#N)=C(N)O1 (configuration not stated)	-1.6	-9	1	-0.5	-1	-5	-0.7	-5	1.1	-0.6	3.2
Cc1nn(-c2ccccn2)c2c1-c1nc(N)ncc1CC2	0.2	4	-1	1.9	4	3	1.0	-218	0.1	0.8	18*
O=S(=O)(c1ccc(SCc2ccccc2)nc1)N1CCCC1	-1.1	-5	1	-1.0	0	0	-1.7	1	-0.3	-0.2	1.8
COc1ccc(/C=C2\CC3(OC(=O)c4ccccc4)CCCN2C3)cc1 (configuration not stated)	-1.5	-8	1	-1.1	1	0	-2.8	11	·	·	-1.4
CCOC(=O)Nc1nnc(-c2ccc(OC)cc2)s1	-1.0	-9	3	1.1	3	-11	0.7	-132	0.9	1.0	9.2
CSc1ccc(S(=O)(=O)N2CCC(C(=O)N3CCOCC3)CC2)cc1	-1.1	11	-2	-0.4	0	4	-0.2	-7	0.0	0.0	-0.1
Later entries:
SMILES	ssDAF-12 act	sPLA2-III inh	GC-A act	DAX1 inh-1	SMARCA2 activ	GC-B act	hcDAF12 agonist	ADAM10 inh	FXN GAA850 act	DAX1 inh-2	hgDAF12 agonist
Cc1nn(C2CCS(=O)(=O)C2)c(C)c1CN(C)C(=O)c1cccc(Cl)c1 (configuration not stated)	-1.1	10	-1	0.3	-1	-2	-0.8	-10	1.6	0.4	-1.4
CCNC(=O)C1(C)CCCN(C(=O)c2sc(-c3ccccc3)nc2C)C1 (configuration not stated)	-0.3	10	-2	0.0	-4	2	-0.3	-1	1.4	·	-0.7
Cc1cc(C)cc(N(CC(=O)Nc2ccc(Br)cc2)S(=O)(=O)c2c(C)[nH]c(=O)[nH]c2=O)c1	-0.6	-30	2	0.1	-1	0	-2.1	10	2.3	0.3	2.3
c1ccc2c(c1)[nH]c1c(NCC3CCCO3)ncnc12 (configuration not stated)	-1.0	10	6	-1.5	-2	10	0.5	-144	-0.4	-1.4	-1.8
CSc1nc2c(cnn2-c2ccc(C)c(C)c2)c(=O)[nH]1	-0.4	4	4	-0.3	-2	1	0.4	-13	-0.1	0.3	2.1
O=c1cc(-c2ccc(O)c(O)c2)oc2cc(O)c([C@@H]3O[C@H](CO)[C@@H](O)[C@H](O)[C@H]3O)c(O)c12	-0.1	4	-5	0.1	0	-5	0.2	3	1.9	0.1	-0.2
O=C(Cc1ccccc1)NC1(Cc2ccc(O)cc2)CCCCC1	-1.3	-14	-5	-0.3	0	6	-1.8	2	-0.7	0.3	0.0
CCOC(=O)c1ccc(NC(=O)c2nc[nH]c2C(=O)NCCCCCNC(=O)OC(C)(C)C)cc1	-1.0	3	2	0.5	-1	-6	-1.4	-2	-1.2	0.2	1.8
C=CCCC1CN(Cc2ccc(OC)cc2)S(=O)(=O)c2c(cccc2N2CCCCC2)O1 (configuration not stated)	-1.3	16	1	-0.2	-3	-6	1.9	-21	·	·	1.3
CCC1c2ccc(C)n2CCN1C(=O)Nc1ccc(F)cc1 (configuration not stated)	-0.7	-5	2	0.3	1	-2	0.2	-64	-1.0	-0.2	2.0
COc1ccc(NC(=O)c2ccccc2NS(C)(=O)=O)cc1OC	-0.8	4	0	-0.4	0	-1	-1.1	-5	-0.3	0.5	0.4
COC(=O)NCc1ccc(Cl)c(Cl)c1	-1.0	10	-7	0.3	-3	-6	-1.9	-5	0.7	-1.0	4.3
O=C(COc1ccccc1F)NC1CCN(Cc2ccccc2)CC1	-0.1	6	3	0.3	-2	-7	-1.3	-11	-3.1	0.0	-2.8
Nc1ccc2nc(-c3ccccn3)[nH]c2c1	-0.9	8	-6	1.7	6	8	0.6	-20	-0.2	-0.5	6.1
CCOC(=O)CSc1nnc(Cn2nnc(-c3ccccc3)n2)n1C	-1.2	4	5	-0.3	-2	-4	-0.1	3	1.2	0.1	-2.4
COc1ccc(C(NC(=O)C2CCCCC2)c2c(O)ccc3ccccc23)cc1 (configuration not stated)	-2.2	-43	1	0.3	-2	1	-3.3	-10	-3.0	-1.3	0.9
CC1(C(=O)Nc2cccc3cccnc23)CCN1C(=O)CCC1CCCC1 (configuration not stated)	-1.1	-5	-4	-0.5	0	-7	0.6	0	-0.5	·	3.9
CCN(CC)c1ccc(NC(=O)COC(=O)Cc2ccsc2)cc1	-1.4	16	0	-1.3	-3	-1	0.2	9	-0.2	0.7	-2.7
CCOc1cc2[nH]c(=S)n(CCc3ccc(OC)c(OC)c3)c(=O)c2cc1OCC	-0.5	1	5	-0.3	-2	1	1.3	5	-1.8	0.7	1.4
O=C(Cn1c(=O)cnc2ccccc21)N1CCN(S(=O)(=O)c2ccccc2Br)CC1	-1.6	6	-4	-0.8	-1	3	0.4	-19	-1.2	-0.1	0.8
COc1ccc(NC(=O)N(Cc2ccc(C)cc2)Cc2ccccn2)c(OC)c1	-1.5	3	1	0.5	-5	-4	-0.7	10	0.7	-0.9	-1.0
CCCCC(=O)Nc1nnc(S(=O)(=O)N2CCCc3ccccc32)s1	-0.7	-16	-1	-0.4	-3	2	1.4	0	-0.9	0.5	-3.4
CCOC(=O)C1CCCCN1Cc1cc(OC)ccc1OC (configuration not stated)	-0.9	8	-3	0.3	-2	-2	-1.8	-9	-0.7	0.3	-1.3
O=C(CCC1CCCN(C(=O)c2ccc3cc[nH]c3c2)C1)NCc1ccc(F)c(F)c1 (configuration not stated)	-1.9	-25	1	1.2	-2	6	-1.3	-11	1.1	-0.9	6.2
Cc1onc(-c2ccccc2)c1C(=O)NC(=S)NNC(=O)c1cccnc1	-1.3	3	3	0.2	-3	-4	0.4	24*	0.2	-1.2	-1.6
Cc1cccc(CNS(=O)(=O)c2ccc(-c3ccc(=O)[nH]n3)s2)c1	-1.1	-18	-5	-0.1	2	-9	-0.9	-8	4.9	0.7	-3.0
COc1cc2cc(CN(CCO)S(=O)(=O)c3ccccc3Cl)c(=O)[nH]c2cc1OC	-1.7	-5	0	-0.9	-2	-3	-0.8	-384	3.0	-0.3	-1.5

In the list so far, 6 contain a Cl atom.
SMILES	ssDAF-12 act	sPLA2-III inh	GC-A act	DAX1 inh-1	SMARCA2 activ	GC-B act	hcDAF12 agonist	ADAM10 inh	FXN GAA850 act	DAX1 inh-2	hgDAF12 agonist
COc1ccc(-c2nc3n(n2)C(c2ccccc2Cl)C(C(N)=O)=C(C)N3)cc1 (configuration not stated)	-0.4	-3	2	-0.2	-1	5	-1.9	-31	-0.8	2.6	-2.4
CN1C(=O)C2(C(C#N)=C(N)Oc3n[nH]c(-c4ccc(Cl)cc4)c32)c2ccccc21 (configuration not stated)	-0.4	-22	-18	-0.4	1	-17	-0.1	12	-0.9	0.1	-0.3
CN(C)/C=C/C(=O)c1ncc(C(F)(F)F)cc1Cl	-1.6	-3	5	0.9	0	1	0.0	-8	0.9	0.5	-2.4
Cc1nn(C2CCS(=O)(=O)C2)c(C)c1CN(C)C(=O)c1cccc(Cl)c1 (configuration not stated)	-1.1	10	-1	0.3	-1	-2	-0.8	-10	1.6	0.4	-1.4
COC(=O)NCc1ccc(Cl)c(Cl)c1	-1.0	10	-7	0.3	-3	-6	-1.9	-5	0.7	-1.0	4.3
COc1cc2cc(CN(CCO)S(=O)(=O)c3ccccc3Cl)c(=O)[nH]c2cc1OC	-1.7	-5	0	-0.9	-2	-3	-0.8	-384	3.0	-0.3	-1.5

Sorted by value in ADAM10 inh (lowest first): three from the list above
Molecule | ADAM10 inh
CCNC(=O)C1(C)CCCN(C(=O)c2sc(-c3ccccc3)nc2C)C1 (configuration not stated) | -1
CCCCC(=O)Nc1nnc(S(=O)(=O)N2CCCc3ccccc32)s1 | 0
O=C(Cc1ccccc1)NC1(Cc2ccc(O)cc2)CCCCC1 | 2
